# High-throughput results: PubChem, National Center for Advancing Translational Sciences (NCATS)
# FH mod – Identification of activators of human fumarate hydratase by quantitative high-throughput screening | FH coupled MDH/diaphorase resazurin fluorescence, 15 min | Potency, µM (titrated, usually from 79.9 µM), for the others: at the highest dose activity change, negative = inhibition, hits mostly inhibitors | 54,000 compounds, 0.22% hits | AID 1347055, 2019; also: potency is read from the fitted curve at half-maximal effect; % is scaled to controls: 0 for no effect and ±100 for the full control effect; the screen sought activators but most active calls are inhibition curves; nearly all actives have a fitted effect of over 45% in size
# GALK inh – inhibits human galactokinase. 44,000 tested, under 10 active. AID 1347072. Potency, µM (titrated, usually from 57.5 µM), without a hit: at the highest dose activity, negative = inhibition, most hits filed as inhibitors. P51570. recombinant GALK, Kinase-Glo ATP luminescence, 1 h;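 also: plate controls were full GALK reaction for no effect and reaction lacking GALK for full effect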
# Target sequence (P51570 whole entry, looked up): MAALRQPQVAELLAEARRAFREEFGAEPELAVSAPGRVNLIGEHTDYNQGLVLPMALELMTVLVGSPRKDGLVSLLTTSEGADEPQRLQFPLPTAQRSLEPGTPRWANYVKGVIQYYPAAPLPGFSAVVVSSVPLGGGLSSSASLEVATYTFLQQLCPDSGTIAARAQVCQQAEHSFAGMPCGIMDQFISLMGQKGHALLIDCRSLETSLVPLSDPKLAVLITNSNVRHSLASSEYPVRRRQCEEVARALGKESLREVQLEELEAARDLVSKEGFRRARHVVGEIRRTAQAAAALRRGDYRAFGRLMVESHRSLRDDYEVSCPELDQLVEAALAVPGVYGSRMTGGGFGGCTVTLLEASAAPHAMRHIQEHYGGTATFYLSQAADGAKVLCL
#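 Human GALK (5 nM) was incubated with 35 uM ATP and 100 uM galactose in 20 mM HEPES pH 8.0 with MgCl2, NaCl, DTT and BSA for 1 h at room temperature. Remaining ATP was measured by Kinase-Glo Plus luminescence.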
# B2AR arrestin ag – agonists recruiting beta-arrestin to human beta2-adrenergic receptor. P07550. HTLA Tango cells, beta-arrestin recruitment, luciferase luminescence, 18 h. Potency, µM (titrated, usually from 46.1 µM), without a hit: at the highest dose activation, hits mostly activators. 44,000 tested, under 10 active. AID 1347077;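 also: potency is read from the fitted curve at half-maximal effect; 0% = DMSO and full agonism = EC100 isoproterenol or metaproterenol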
# Target sequence (P07550 whole entry, looked up): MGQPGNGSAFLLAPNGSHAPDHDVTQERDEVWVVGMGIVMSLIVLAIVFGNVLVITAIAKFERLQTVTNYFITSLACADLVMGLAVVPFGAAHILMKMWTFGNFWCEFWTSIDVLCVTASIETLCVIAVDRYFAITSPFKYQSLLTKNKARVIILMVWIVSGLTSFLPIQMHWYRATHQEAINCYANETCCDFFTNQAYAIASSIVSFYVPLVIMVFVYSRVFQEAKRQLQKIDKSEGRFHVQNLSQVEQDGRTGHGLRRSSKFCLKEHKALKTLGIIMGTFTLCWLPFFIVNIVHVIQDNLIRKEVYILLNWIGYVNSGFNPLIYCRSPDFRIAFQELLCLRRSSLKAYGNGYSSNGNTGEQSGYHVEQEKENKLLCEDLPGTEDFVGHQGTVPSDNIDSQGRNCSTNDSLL
#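 First, Tango cells carrying beta2-AR and beta-arrestin fusions received compound up to 46 microM. After 18 hr at 37 degrees C, luciferase substrate was added for 15 minutes, then luminescence gave %Activity for curve fitting.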
# p53null 32C tox – p53 null cell cytotoxicity, permissive temperature | H1299-neo p53 null cells, ATP luminescence, 24 h, 32C | 55,000 compounds, 0.62% hits | Potency, µM (doses to about 46.1 µM), for the others: at the highest dose activity change, negative = cytotoxicity, actives largely listed as cytotoxic | AID 903;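 also: potency is read from the fitted curve at half-maximal effect; 0% = DMSO only and -100% = full killing by 100 µM tamoxifen; nearly all actives have a fitted effect of over 55% in size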
#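 H1299-neo (p53-null) cells, 600/well, were pre-incubated overnight at 37C, then exposed to compounds at up to 46 uM for 24 hr at 32C. Viability was measured as ATP content by luminescence, and AC50 values came from Hill fits.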
# NTMT1 inhibitor – blocks human N-terminal methyltransferase 1 activity; Potency, µM (highest dose often 114 µM), for the others: at the highest dose activity change, negative = inhibition, usual class: inhibitors; Q9BV86; NTMT1 MTase-Glo SAH luminescence, purified enzyme; 59,000 compounds, 2.5% hits;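 also: potency is read from the fitted curve at half-maximal effect; plate controls were DMSO vehicle for no effect and no enzyme for full effect; nearly all actives have a fitted effect of over 65% in size; many of its hits are not listed in these tables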
# Target sequence (Q9BV86 whole entry, looked up): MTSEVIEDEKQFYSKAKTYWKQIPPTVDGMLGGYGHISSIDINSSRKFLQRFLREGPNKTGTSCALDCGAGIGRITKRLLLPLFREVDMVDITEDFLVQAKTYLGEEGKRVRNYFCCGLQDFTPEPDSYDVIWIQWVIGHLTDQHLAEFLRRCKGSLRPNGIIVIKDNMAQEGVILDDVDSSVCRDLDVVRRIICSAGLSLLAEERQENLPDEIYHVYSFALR
# p53null 39C kill – p53 null cell cytotoxicity, nonpermissive temperature | H1299 p53-null (neo) cells, 39C, ATPlite viability, 24 h | Potency, µM (top dose mostly 46.1 µM), for the others: at the highest dose activity, negative = cell killing, hits mostly cytotoxic | 55,000 compounds, 0.97% hits | AID 904;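 also: potency is read from the fitted curve at half-maximal effect; 0% = DMSO only and -100% = full killing by 100 µM tamoxifen; nearly all actives have a fitted effect of over 50% in size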
#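 Temperature-shift cytotoxicity format: compound titrations on p53-null or A138V-expressing H1299 cells held 24 hr at 39C, cell ATP then measured, AC50 from Hill model.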
# TSG101-PTAP inh – inhibitors of HIV-1 PTAP binding to human TSG101, validation; Q99816; Fluorescence polarization, FITC-PTAP peptide/Tsg101, 20 min; Potency, µM (highest dose often 115 µM), without a hit: top-dose activity change, negative = inhibition, actives largely listed as inhibitors; 44,000 tested, under 10 active; AID 1347069; also: potency is read from the fitted curve at half-maximal effect; 0% is about no effect
#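 FITC-labeled PTAP peptide (50 nM final) binding to Tsg101 binding domain (10 uM final) read by fluorescence polarization after 20 min at r.t. in HEPES pH 7.5 buffer. Actives by CRC class, <25 µM.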
# * hit, by the source's call; ? = inconclusive; . = not tested or not shown; [ ] = remark or other dose. Calls follow the shape of the dose curve; as a rule, active = well fitted curve in the direction sought with a large enough effect; inconclusive = small, poorly fitted or top-dose-only effect, or another doubt; inactive = no such curve, though single readings can be large; an effect the other way counts as inactive or inconclusive. The list is partial, so the mix of outcomes need not match the whole.
SMILES,FH mod,GALK inh,B2AR arrestin ag,p53null 32C tox,NTMT1 inhibitor,p53null 39C kill,TSG101-PTAP inh
CCC1CCCCN1CCCNC(=O)CN1C(=O)c2cccnc2Oc2ccc(Cl)cc21 (stereo unspecified),3%,-5%,0%,-5%,-1%,-3%,-5%
CCCN1CCN(c2ncnc3sc(C(=O)Nc4ccc(C(C)C)cc4)c(C)c23)CC1,?,3%,0%,2%,-6%,6%,-2%
Cc1ccc2[nH]c(=O)c3cc(C(=O)N(C)c4ccc(Br)cc4)sc3c2c1,-6%,4%,0%,13%,2%,-3%,1%
COC(=O)c1sc(-c2ccccc2)cc1NC(=O)Nc1ccc(Cl)cc1,-23%,1%,-3%,44%[activator],12%,?,-8%
COc1ccccc1NC(=O)Cn1c(=O)c(CNc2ccc(C)cc2)cc2cc3c(cc21)OCCO3,-7%,-1%,0%,0%,?,18%,-3%
Cc1ccc(NC(=O)Cn2cc3c(n2)CCCC3)cc1Cl,3%,1%,-3%,2%,-2%,-11%,-1%
N#Cc1ccccc1CSc1nnc(-c2ccccc2)o1,-7%,-1%,-2%,-14%,-2%,-18%,-12%
COc1ccc(-c2nc3ccccc3n3c(-c4ccc(OC)cc4)c4c(=O)n(C)c(=O)n(C)c4c23)cc1,-11%,5%,0%,-2%,21%,-2%,-1%
COc1ccc(-c2cn3nc(SCC(=O)Nc4cccc(C)c4C)ccc3n2)cc1,-20%,-1%,-1%,-25%,?,?,0%
CCCN1CCN(c2cc3c(cc2F)c(=O)c(S(=O)(=O)c2ccc(CC)cc2)cn3CC)CC1,-11%,3%,1%,-1%,-3%,-10%,-3%
CCc1ccc(NC(=O)C(NS(=O)(=O)c2cccs2)C(C)C)cc1 (stereo unspecified),4%,3%,-2%,6%,-3%,3%,0%
CC(CCc1ccccc1)NC(=O)Cn1c(=O)nc(-c2ccccc2F)c2cc(Cl)ccc21 (stereo unspecified),-19%,4%,0%,-9%,11%,?,-4%
Cc1ccc(C(=O)/C=C/c2cn(CC(O)CN3CCc4ccccc43)c3ccccc23)cc1 (stereo unspecified),-31%,1%,-3%,5%,-31%,-2%,3%
Cc1c(-c2nnc(SCC(=O)Nc3ccc(Br)cc3)o2)nnn1-c1ccc(F)cc1,3%,-2%,-1%,6%,2%,1%,-2%
CC(=O)c1ccc(NC(=O)Cn2nc(C(F)(F)F)c3c2CCCC3)cc1,-2%,0%,0%,5%,-1%,-19%,-10%
Cc1ccccc1Cn1c2ccccc2c2cnn(CC(=O)NCCCc3ccccc3)c(=O)c21,-13%,-1%,-3%,-12%,-1%,1%,-2%
COc1cccc(Cn2c(CNS(=O)(=O)c3ccc(F)c(Cl)c3)nc3cccnc32)c1,6%,2%,0%,1%,10%,0%,0%
COc1cc2[nH]c(=O)n(Cc3ccc(C(=O)NCc4ccccc4)cc3)c(=O)c2cc1OC,-8%,2%,1%,19%,13%,-7%,0%
Cc1cccc(CSc2nc3ccncc3n2CC(=O)N(C)C2CCCCC2)c1,-4%,-2%,-4%,-14%,-3%,-12%,1%
O=C(NC1CCCCCC1)c1ccc(CS(=O)c2ccc(Br)cc2)o1 (stereo unspecified),-7%,0%,0%,0%,4%,5%,2%
Cc1ccc(NS(=O)(=O)c2ccc(-c3cnc(C4CC4)o3)cc2)cc1N(C)C,?,3%,0%,0%,11%,5%,-1%
CC(C)CCNC(=O)CCn1c(=O)c2cccn2c2cccnc21,-5%,3%,1%,-1%,2%,-24%,-3%
CC(=O)c1cccc(NC(=O)C(CC(C)C)NS(=O)(=O)c2ccc3c(c2)CCN3C(C)=O)c1 (stereo unspecified),0%,-1%,1%,5%,-8%,17%,-6%
CCCN(CCC)C(=O)Cn1c(SCc2cccc(F)c2)nc2cccnc21,4%,-5%,-1%,-12%,1%,-11%,-3%
Cc1ccc2c(CC(=O)Nc3cccc(C(F)(F)F)c3)coc2c1,?,4%,0%,22%,19%,19%,0%
CCC(=O)Oc1ccc(/C=C(\C#N)c2nc3ccccc3[nH]2)cc1OC,-7%,-2%,0%,-13%,25µM*,?,-3%
CC(=O)N1CCC2(CC1)OC(=O)C(C)=C2C(=O)Nc1ccccc1C(F)(F)F,13%,1%,0%,-1%,5%,-5%,2%
Cc1ccc(-n2c(Cc3ccccc3)nnc2SCc2nc(-c3cccs3)no2)cc1,-24%,3%,-2%,15%,?,46%[activator],0%
Cc1cccc(Cn2c(CNS(=O)(=O)c3ccc(Cl)s3)nc3cccnc32)c1,-15%,1%,1%,20%,12%,15%,2%
COc1ccc(C)cc1NC(=O)NCc1cccn1Cc1ccccc1,-11%,-1%,0%,5%,89µM*,-20%,0%
O=C(Nc1ccc2oc(-c3cccnc3)nc2c1)c1ccc(Br)cc1,2%,1%,-2%,-3%,-8%,-4%,1%
CC(=O)N1CCN(c2nc3c(F)cc(F)cc3s2)CC1,5%,0%,0%,-9%,11%,-20%,0%
CN(C)c1ccc(Nc2nc3ccccc3n3nnnc23)cc1,-25%,3%,1%,-20%,?,?,-5%
CC(=O)Nc1ccc(NC(=O)CCc2c(C)nc3c(c(C)nn3-c3ccccc3)c2C)cc1,-9%,-1%,-3%,0%,5%,?,-4%
COc1ccc(NC(=O)c2ccc(-c3nc(CSc4ccccc4)c(C)o3)cc2)cc1OC,?,3%,0%,-6%,-5%,-11%,2%
CCOC(=O)C1=C(CS(=O)(=O)c2ccc(C)c(C)c2)NC(=O)NC1c1ccccc1OCC (stereo unspecified),-22%,6%,0%,16%,6%,10%,-2%
CC(NC(=O)CCSCc1ccccc1F)c1ccccc1 (stereo unspecified),2%,-2%,3%,-3%,-19%,4%,-1%
CCCCN(CC)c1nc(-c2ccccc2F)nc2ccccc12,2%,1%,3%,18%,-2%,19%,-1%
Clc1cccc(-c2nc3ccccn3c2Nc2ccc3c(c2)OCCO3)c1,-20%,0%,1%,19%,4µM*,44%[activator],-5%
Cc1nc2c(C(=O)NCCc3ccc(Cl)cc3)cnn2c(C)c1Cc1c(F)cccc1Cl,-13%,1%,0%,-6%,-2%,6%,-14%
COc1ccc(S(=O)(=O)NCCc2csc3nc(-c4cccc(C)c4)nn23)cc1F,-1%,-1%,-1%,-3%,18%,-19%,0%
CCOC(=O)c1c(S(=O)(=O)NCC(=O)Nc2ccc(C)c(N(C)C)c2)c(C)n(C)c1C,12%,-1%,-2%,0%,-10%,12%,-5%
COc1ccc(-n2nnc(-c3nc(-c4ccc5c(c4)OCO5)no3)c2C)cc1Cl,1%,0%,2%,6%,-5%,?,-1%
Cc1cc(Nc2ccccc2F)n2nc(-c3ccccc3)nc2n1,-18%,-4%,-1%,15%,?,-21%,1%
COc1ccc(OC)c(CNC(=O)Cn2ncc3c([nH]c4ccc(C)cc43)c2=O)c1,5%,1%,0%,2%,-10%,-28%,1%
Cc1cc(O)c2c(C)c(CC(=O)N3CCCCC3)c(=O)oc2c1,.,-3%,0%,2%,.,0%,-10%
Cc1ccc2[nH]c(CSc3nnc(COc4ccccc4C)n3C)cc(=O)c2c1,1%,1%,-1%,-7%,6%,25%,-1%
Cc1ccc(C(=O)Nc2cc(-c3nc4ncccc4o3)ccc2C)c(C)c1,0%,4%,0%,5%,?,-17%,6%
Cc1ccc(NC(=O)Cn2c(=O)oc3cc(S(=O)(=O)N4CCCCC4)ccc32)c(Cl)c1,-12%,4%,1%,-12%,-2%,?,1%
CCN1CCN(C(=O)c2cnn(-c3cccc(C)c3)c2C2CCN(C(=O)OC(C)(C)C)CC2)CC1,-7%,0%,-1%,6%,-4%,-12%,0%
Cc1ccccc1NC(=O)CS(=O)(=O)c1cccc2nsnc12,7%,0%,-1%,-12%,11%,12%,0%
COc1cccc(CNC(=O)Cc2c(C)c3c(cc(C)c4c(C)coc43)oc2=O)c1,4%,0%,-2%,-1%,-18%,-20%,-1%
CCN(C(=O)C(NS(=O)(=O)c1ccc(Br)s1)c1ccccc1)c1ccc(C)c(C)c1 (stereo unspecified),-21%,-6%,-2%,39%[activator],4%,17%,1%
Cc1c(C(=O)Oc2ccc(Br)cc2)sc2ncn(Cc3ccccc3F)c(=O)c12,-2%,3%,-1%,2%,5%,9%,1%
COc1ccc(-c2nc(C(=O)Nc3cccc(C(C)=O)c3)nn2-c2ccccc2Cl)cc1,-12%,2%,-2%,-21%,9%,4%,2%
COc1ccccc1C(=O)Nc1ccc(C(=O)OCc2cc(=O)n3nc(C4CC4)sc3n2)cc1,7%,0%,0%,-1%,2%,-9%,-9%

# Shown with bars between the fields: entries from further up
SMILES | FH mod | GALK inh | B2AR arrestin ag | p53null 32C tox | NTMT1 inhibitor | p53null 39C kill | TSG101-PTAP inh
COc1ccc(OC)c(CNC(=O)Cn2ncc3c([nH]c4ccc(C)cc43)c2=O)c1 | 5% | 1% | 0% | 2% | -10% | -28% | 1%
Cc1cc(O)c2c(C)c(CC(=O)N3CCCCC3)c(=O)oc2c1 | . | -3% | 0% | 2% | . | 0% | -10%
Cc1ccc2[nH]c(CSc3nnc(COc4ccccc4C)n3C)cc(=O)c2c1 | 1% | 1% | -1% | -7% | 6% | 25% | -1%
Cc1ccc(C(=O)Nc2cc(-c3nc4ncccc4o3)ccc2C)c(C)c1 | 0% | 4% | 0% | 5% | ? | -17% | 6%
Cc1ccc(NC(=O)Cn2c(=O)oc3cc(S(=O)(=O)N4CCCCC4)ccc32)c(Cl)c1 | -12% | 4% | 1% | -12% | -2% | ? | 1%
CCN1CCN(C(=O)c2cnn(-c3cccc(C)c3)c2C2CCN(C(=O)OC(C)(C)C)CC2)CC1 | -7% | 0% | -1% | 6% | -4% | -12% | 0%
Cc1ccccc1NC(=O)CS(=O)(=O)c1cccc2nsnc12 | 7% | 0% | -1% | -12% | 11% | 12% | 0%
COc1cccc(CNC(=O)Cc2c(C)c3c(cc(C)c4c(C)coc43)oc2=O)c1 | 4% | 0% | -2% | -1% | -18% | -20% | -1%
CCN(C(=O)C(NS(=O)(=O)c1ccc(Br)s1)c1ccccc1)c1ccc(C)c(C)c1 (stereo unspecified) | -21% | -6% | -2% | 39%[activator] | 4% | 17% | 1%
Cc1c(C(=O)Oc2ccc(Br)cc2)sc2ncn(Cc3ccccc3F)c(=O)c12 | -2% | 3% | -1% | 2% | 5% | 9% | 1%
COc1ccc(-c2nc(C(=O)Nc3cccc(C(C)=O)c3)nn2-c2ccccc2Cl)cc1 | -12% | 2% | -2% | -21% | 9% | 4% | 2%
COc1ccccc1C(=O)Nc1ccc(C(=O)OCc2cc(=O)n3nc(C4CC4)sc3n2)cc1 | 7% | 0% | 0% | -1% | 2% | -9% | -9%
